RmlCD inh mix – RmlC/RmlD inhibition, mixture screen; RmlC/RmlD coupled enzyme inhibition, 384-well mixture HTS; inhibition, % at 5.5 µM; actives 0.39% (n = 110,000); in the data active = inhibition above about 30%, passing the limit was not always enough; also: strong numbers were not always called active
RT RNaseH block – blocks HIV-1 RNase H cleavage of RNA/DNA duplex. P04585. RT-RNase H RNA/DNA duplex cleavage, fluorescence. inhibition, % at 10 µM. actives 1.9% (n = 65,000). AID 565; in the data active = inhibition above about 50%
An asterisk follows results filed as active; nt = not tested or not shown. An excerpt, so the mix of outcomes need not match the whole.

The line under a structure holds: RmlCD inh mix, RT RNaseH block
1) O=C(c1ccccn1)N(Cc1cc2ccccc2[nH]c1=O)C1CCCCC1
 : 5.4, 9.9
2) CN1CCN(CC(O)COc2ccc(Cl)cc2)CC1 (centres undefined)
 : 7.8, nt
3) O=C(Nc1ccc(OCC(F)(F)C(F)F)c(C(F)(F)F)c1)c1ccccc1
 : 4.7, nt
4) CC1Cc2nc(SCC(=O)NCCc3ccccc3)n(C)c(=O)c2S1 (centres undefined)
 : 9.4, -10.3
5) O=C(Nc1ccccc1)C1CC2CCCC(C1)C2=O (centres undefined)
 : -9.3, -2.2
6) CC(=O)Nc1ccc(S(=O)(=O)N2CCN(C3CCCCCCC3)CC2)cc1
 : 5.5, -6.2
7) COc1ccc(C2=Nc3cc(C)ccc3OC2)cc1
 : -18.0, nt
8) Cc1ccc(/C=N/NC(=O)CSc2nc3nc(C)cc(C)n3n2)cc1
 : -10.3, nt
9) COC(=O)c1ccccc1NC(=O)COC(=O)c1ccco1
 : 1.0, -1.8
10) O=C1C(NS(=O)(=O)c2cccs2)=C(N2CCN(c3cccc(Cl)c3)CC2)C(=O)c2ccccc21
 : -2.2, nt
11) CCC12CN(S(=O)(=O)c3ccc(C)cc3)CC(CC)(CN(S(=O)(=O)c3ccc(C)cc3)C1)C2=O
 : -6.7, nt
12) Clc1cccc(CN2CCC(Cc3ccccc3)CC2)c1
 : -1.0, nt
13) O=C(NC1CCCC1)C(c1ccccc1)N(C(=O)c1ccno1)c1ccccc1 (centres undefined)
 : -3.9, nt
14) CCN(CC)C(=O)CSc1ncnc2c1cnn2Cc1ccccc1
 : 8.8, -33.0
15) COc1ccc(/C=C/C2=NC(=C\N(C)C)/C(=O)O2)cc1
 : 5.3, -4.5
16) O=C(NC1CCCCC1)C1CCN(c2nccs2)CC1
 : 2.7, 3.3
17) O=C(Nc1cccc(C(F)(F)F)c1)c1ccc2nc(N3C(=O)CCC3=O)sc2c1
 : 4.7, nt
18) O=C(c1ccccc1)c1nnc(-c2ccncc2)o1
 : 0.4, -3.4
19) CCOC(=O)c1sc2nc(CC(=O)OC)nc(N3CCN(c4ccccn4)CC3)c2c1C
 : 6.6, -13.7
20) COc1ccc(CCNC(=O)CSc2nc(N)c3c(C)c(C)oc3n2)cc1OC
 : -1.7, -15.8
21) CCOC(=O)c1c(NC(=O)c2nn(CC)cc2Br)c(C#N)cn1-c1ccccc1
 : -11.0, -56.1
22) Cc1cc(C)n2nc(-c3sccc3-n3c(C)ccc3C)cc2n1
 : 10.1, nt
23) COc1ccc2[nH]c(=O)c(CN(C(=O)c3ccncc3)C(C)(C)C)cc2c1
 : 10.7, -0.9
24) Fc1ccc(-c2nnc(NC3=NCCCCC3)o2)cc1
 : 10.1, -19.8
25) O=c1ccc(S(=O)(=O)N2CCC(Cc3ccccc3)CC2)c[nH]1
 : -13.1, 0.5
26) CCN=C1SC(CC(=O)NC(C)C)C(=O)N1CC (centres undefined)
 : 2.6, nt
27) COC(=O)c1cccc(NC(=O)CSc2nnnn2C)c1
 : -25.5, -31.4
28) O=C(CCl)Nc1ccc(Oc2cnc3ccccc3n2)cc1
 : 10.0, nt
29) CN1CCN(C(=O)c2cccc(COc3cc(Cl)ccc3Cl)c2)CC1
 : -17.8, -4.8
30) CN(Cc1cccs1)C(=O)COc1cccc(-n2cnnn2)c1
 : -18.4, -10.0
31) Cc1cc(NC(=O)CCc2ccc(C)o2)no1
 : -14.6, 2.5
32) Cc1nnc(SCCn2c(N(C)Cc3ccccc3)nc3c2c(=O)[nH]c(=O)n3C)s1
 : -0.1, -14.6
33) O=C(NCc1ccccc1F)C1CCCN(C(=O)NC2CCCCC2)C1 (centres undefined)
 : -7.3, -8.4
34) CN(C)c1ccc(O)c2c1CC1CC3[C@@H](N(C)C)C(=O)C(C(N)=O)=C(O)[C@]3(O)C(=O)C1=C2O (some centres undefined)
 : 5.7, 19.7
35) Cc1ccc(OCCSCc2nc3ccccc3[nH]2)cc1
 : -16.5, nt
36) CCOc1cc(C(=O)O/N=C(\N)c2ccc([N+](=O)[O-])cc2)cc(OCC)c1OCC
 : -12.8, nt
37) Cc1cc(C)cc(N2CCCn3c2nc2c3c(=O)n(CC(=O)OCc3ccccc3)c(=O)n2C)c1
 : -36.5, -5.8
38) Cc1ccc(C2Nc3ccccc3C(=O)N2Cc2ccco2)cc1 (centres undefined)
 : 100.7, 9.4
39) C=CCc1cccc2cc(C(=O)N(C)C)c(=O)oc12
 : 3.0, 1.5
40) CCCC(=O)C1=C(O)C(C(=O)OC)C(C)(C)CC1=Nc1ccc(N)cc1 (centres undefined)
 : 7.5, nt
41) CC1=CC(=C2C(=O)NC(=S)NC2=O)C=C(C(F)(F)F)N1C
 : 5.2, nt
42) O=C(c1ccccc1)c1cccc(NC(=O)c2ccco2)c1
 : 2.8, -70.8
43) COc1ccccc1Nc1nc(N)nc(CSc2nncn2C)n1
 : 10.5, -2.8
44) Clc1ccc(COn2c(-c3ccc(Cl)cc3)nc3ccccc32)cc1
 : -11.3, nt
45) CCOC(=O)c1sc(NC(=O)CCN2CCOCC2)c(C(=O)OCC)c1C
 : -14.6, 11.3
46) COc1ccc2nc(C)cc(N3CCOCC3)c2c1
 : -9.3, -5.6
47) CS(=O)(=O)Nn1cnc2ccccc2c1=O
 : 6.1, -3.4
48) O=C1C2CCN(CC2)C1Cc1ccccc1O (centres undefined)
 : 7.3, nt
49) O=C(CSc1nc2cc(Cl)ccc2s1)c1ccco1
 : -13.6, -58.6
50) COc1ccc2ccc(Oc3ncccn3)cc2c1
 : nt, -5.7

New compounds follow
The line under a structure holds: RmlCD inh mix, RT RNaseH block
51) O=C(NCc1ccc(F)cc1)c1c(O)c2cccc3c2n(c1=O)CCC3
 : -0.4, -2.5
52) CC1CCCCN1S(=O)(=O)c1cccc2cccnc12 (centres undefined)
 : 20.6, -48.1
53) CCN=C1SC(CC(=O)NCCc2ccc(OC)c(OC)c2)C(=O)N1CC (centres undefined)
 : 6.0, nt
54) CCOC(=O)c1cnc(-n2nc(C)cc2C)nc1NC
 : -7.0, -7.8
55) CCOCCCNC(=O)C(NC(=O)CNC(C)=O)c1ccc(Cl)cc1 (centres undefined)
 : -17.0, -4.0
56) CCN(CC)c1nc(N)c2c(N)nc(OC)cc2c1C#N
 : 12.3, nt
57) CC(C)NC(=O)COC(=O)c1ccc(O)cc1
 : nt, -11.5
58) CCOCc1nnc(NC(=O)CSc2ccc(C)cc2)s1
 : -7.4, nt
59) CCCC(=O)OCCn1c(Br)nc2c1c(=O)[nH]c(=O)n2C
 : -11.2, -0.9
60) O=C(CSc1nc2ccccc2[nH]1)Nc1ccccc1N1CCOCC1
 : 2.1, -2.7
61) CS(=O)(=O)N(Cc1nc2sc3c(c2c(=O)[nH]1)CCCC3)C1CCCCC1
 : -11.8, 8.6
62) O=C(NCc1cccnc1)Nc1ccccc1F
 : -2.3, nt
63) CCOC(=O)C1=C(Cc2ccc(Cl)cc2)C(=O)c2ccccc2C1=O
 : -15.6, nt
64) C=CCSC1=C(C#N)C(c2cc(Br)c(O)c(OC)c2)CC(=O)N1 (centres undefined)
 : -4.6, 7.8
65) O=C(c1ccco1)N1CCN(S(=O)(=O)c2ccc3c(c2)OCCO3)CC1
 : 2.5, -19.3
66) CCC(=O)Nc1ccc(C(=O)N/N=C/c2cccnc2)cc1
 : -17.8, nt
67) O=C(NCCN1Cc2ccccc2C1=O)c1cccs1
 : -5.5, -1.7
68) O=C(CCN1C(=O)c2cccnc2C1=O)NC1CCCCCC1
 : -6.4, -0.3
69) Cn1nnc2cc(NC(=O)NCc3ccc4c(c3)OCO4)ccc21
 : 1.4, -5.0
70) CC1=CCC2C(=O)N(CCc3c[nH]c4ccccc34)C(=O)C2C1 (centres undefined)
 : -10.5, nt
71) CC(C)C(NS(=O)(=O)c1ccc2c(c1)OCCO2)C(=O)NCCc1ccccn1 (centres undefined)
 : 1.7, -4.9
72) S=C(c1nc2ccccc2[nH]1)N1CCOCC1
 : 9.7, nt
73) C=CCN1CC2CC3(COc4cc(C)cc(C)c4)C=CC2(O3)C1=O (centres undefined)
 : -28.7, -3.1
74) CCOC(=O)c1nc(N)sc1C(=O)OCC
 : -10.2, -13.4
75) O=C(Nc1cccc(C(F)(F)F)c1)N(Cc1ccc(Cl)cc1)CC(O)C(F)(F)F (centres undefined)
 : -0.9, nt
76) CS(=O)(=O)N1CCc2cc(-c3csc(NC(=O)Cc4ccccc4)n3)ccc21
 : -4.8, nt
77) CCSc1nnc(NC(=O)c2ccco2)s1
 : 11.7, -4.7
78) CSc1nc2c(c(=O)[nH]c(=O)n2C)n1C/C=C(\C)Cl
 : -16.1, -4.7
79) O=C(Nc1cccc(-c2nc3ncccc3o2)c1)c1sc2ccccc2c1Cl
 : -6.4, nt
80) Cc1cc(=O)oc(C)c1C(=O)NCCNC(=O)c1c(C)cc(=O)oc1C
 : 8.3, -2.0

Single records (already shown).
Results for C=CCN1CC2CC3(COc4cc(C)cc(C)c4)C=CC2(O3)C1=O (centres undefined) : RmlCD inh mix = -28.7; RT RNaseH block = -3.1
Results for CS(=O)(=O)N1CCc2cc(-c3csc(NC(=O)Cc4ccccc4)n3)ccc21 : RmlCD inh mix = -4.8; RT RNaseH block = nt

Structural class: those above with two or more sulfur atoms.
The line under a structure holds: RmlCD inh mix, RT RNaseH block
4) CC1Cc2nc(SCC(=O)NCCc3ccccc3)n(C)c(=O)c2S1 (centres undefined)
 : 9.4, -10.3
10) O=C1C(NS(=O)(=O)c2cccs2)=C(N2CCN(c3cccc(Cl)c3)CC2)C(=O)c2ccccc21
 : -2.2, nt
11) CCC12CN(S(=O)(=O)c3ccc(C)cc3)CC(CC)(CN(S(=O)(=O)c3ccc(C)cc3)C1)C2=O
 : -6.7, nt
32) Cc1nnc(SCCn2c(N(C)Cc3ccccc3)nc3c2c(=O)[nH]c(=O)n3C)s1
 : -0.1, -14.6
49) O=C(CSc1nc2cc(Cl)ccc2s1)c1ccco1
 : -13.6, -58.6
58) CCOCc1nnc(NC(=O)CSc2ccc(C)cc2)s1
 : -7.4, nt
61) CS(=O)(=O)N(Cc1nc2sc3c(c2c(=O)[nH]1)CCCC3)C1CCCCC1
 : -11.8, 8.6
76) CS(=O)(=O)N1CCc2cc(-c3csc(NC(=O)Cc4ccccc4)n3)ccc21
 : -4.8, nt
77) CCSc1nnc(NC(=O)c2ccco2)s1
 : 11.7, -4.7

Next compounds:
The line under a structure holds: RmlCD inh mix, RT RNaseH block
81) COCCn1c(SCC(=O)N2CCCc3ccccc32)nc2ccccc2c1=O
 : 6.9, 0.7
82) CC1=C(C(=O)Nc2ccccn2)C(c2ccccc2)n2ncnc2N1 (centres undefined)
 : -12.4, -12.5
83) CC1(C)Cc2c(c(N3CCOCC3)nc3sc4c(NCc5ccccc5)nnnc4c23)CS1
 : -8.5, nt
84) O=S1(=O)C=C(Oc2ccc(F)cc2)c2ccccc21
 : -222.9, -41.3
85) COc1cc(C(=O)COC(=O)Cc2cnc3sccn23)cc(OC)c1OC
 : nt, -10.0
86) O=c1c2ccccc2nc(-c2ccoc2)n1CCc1ccccc1
 : 4.5, -31.2
87) Cc1ccccc1NC(=O)NCCCN1CCCC1
 : 7.5, nt
88) Cc1noc(C)c1COC(=O)c1cc2c(C)nn(-c3ccc(F)cc3)c2s1
 : -5.8, 8.8
89) COc1ccc(C(N)=O)cc1N
 : 7.8, -0.3
90) CC1=C(C(=O)OCc2ccccc2)C(c2ccccc2-c2ccccc2)NC(=O)N1CCCCCC(=O)O (centres undefined)
 : 6.6, nt

Structures above that have a CF3 group (four):
The line under a structure holds: RmlCD inh mix, RT RNaseH block
3) O=C(Nc1ccc(OCC(F)(F)C(F)F)c(C(F)(F)F)c1)c1ccccc1
 : 4.7, nt
17) O=C(Nc1cccc(C(F)(F)F)c1)c1ccc2nc(N3C(=O)CCC3=O)sc2c1
 : 4.7, nt
41) CC1=CC(=C2C(=O)NC(=S)NC2=O)C=C(C(F)(F)F)N1C
 : 5.2, nt
75) O=C(Nc1cccc(C(F)(F)F)c1)N(Cc1ccc(Cl)cc1)CC(O)C(F)(F)F (centres undefined)
 : -0.9, nt

(continued)
The line under a structure holds: RmlCD inh mix, RT RNaseH block
91) Nc1c(C(=O)CCC(=O)O)oc2ccc(Cl)cc12
 : 11.8, -3.2
92) COC(=O)c1cccc(NC(=O)Cn2cnc3c2c(=O)n(C)c(=O)n3C)c1
 : 6.8, 6.3
93) COc1ccccc1-c1cc(C(=O)Nc2c(F)cc(F)cc2Br)no1
 : -29.2, -9.0
94) Cn1c(=O)c2c(nc(SCc3cc4c(cc3Cl)OCO4)n2C)n(C)c1=O
 : nt, -11.6
95) O=C(/C=C/Nc1ccc(F)c(Cl)c1)c1ccco1
 : -7.4, -27.8
96) CCCn1c(SCC(=O)N2c3ccccc3CCc3ccccc32)nc2c1c(=O)n(C)c(=O)n2C
 : 3.4, nt
97) COc1ccc2c(c1)C=CC1(O2)N(CCO)c2ccccc2C1(C)C (centres undefined)
 : 6.1, -1.4
98) CCCS(=O)(=O)c1cn2cccc(N)c2c1S(=O)(=O)CCC
 : 4.7, 14.0
99) O=C(NCCc1c[nH]c2ccc(Cl)cc12)c1cccnc1
 : -11.5, nt
100) COc1ccccc1OCc1nnc(SCC(=O)c2cc(Cl)ccc2OC)o1
 : 5.5, 4.3

Compound activity deposited in PubChem BioAssay by several laboratories.
